High-throughput results: PubChem, National Center for Advancing Translational Sciences (NCATS)
IMPase inh: qHTS Assay for Identifying the Cell-Membrane Permeable IMPase Inhibitors; CHO-M1 cells, IP1 accumulation, HTRF TR-FRET ratio; Inositol monophosphatase 1 (Rattus norvegicus), P97697; inhibition (IP1 accumulation), % at 46.1 µM; 120,000 tested, under 10 active; active means well fitted curve in the direction sought with a large enough effect in the signal ratio, not every such curve was filed as active; inconclusive means small, poorly fitted or top-dose-only effect, or a change in a side signal; inactive means no such curve, though single readings can be large or run the other way; the % refers to the signal ratio;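 further: cells stimulated with carbachol in lithium chloride buffer; plate controls were DMSO basal wells for no effect and reference inhibitor wells for full effect; higher means more IMPase inhibition seen as more IP1 and lower FRET ratio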
Target sequence (P97697 whole entry, looked up): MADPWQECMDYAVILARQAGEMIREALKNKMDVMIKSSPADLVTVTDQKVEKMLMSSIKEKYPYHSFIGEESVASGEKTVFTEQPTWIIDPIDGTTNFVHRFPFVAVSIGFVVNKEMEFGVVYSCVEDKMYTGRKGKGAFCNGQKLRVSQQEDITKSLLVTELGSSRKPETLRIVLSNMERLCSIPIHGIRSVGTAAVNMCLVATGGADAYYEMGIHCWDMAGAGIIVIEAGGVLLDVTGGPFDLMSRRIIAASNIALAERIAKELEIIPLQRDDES
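Seeded CHO-M1 cells were dosed with compound at up to 46 uM, stimulated with carbachol for 30 min, then lysed in IP-One detection reagents. Higher IP1 lowers the TR-FRET signal.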
ALOX15B inhib: qHTS Assay for Inhibitors of 15-hLO-2 (15-human lipoxygenase 2). hit rate 0.56% among 110,000. purified 15hLO-2, xylenol orange hydroperoxide absorbance. Potency, µM (highest dose often 57.1 µM), without a hit: at the top dose activity change, negative = inhibition, actives largely listed as inhibitors; further: potency means the concentration at half of the fitted maximal effect; nearly all actives have a fitted effect of over 60% in size; many of its hits are not listed in these tables
Target sequence (O15296 whole entry, looked up): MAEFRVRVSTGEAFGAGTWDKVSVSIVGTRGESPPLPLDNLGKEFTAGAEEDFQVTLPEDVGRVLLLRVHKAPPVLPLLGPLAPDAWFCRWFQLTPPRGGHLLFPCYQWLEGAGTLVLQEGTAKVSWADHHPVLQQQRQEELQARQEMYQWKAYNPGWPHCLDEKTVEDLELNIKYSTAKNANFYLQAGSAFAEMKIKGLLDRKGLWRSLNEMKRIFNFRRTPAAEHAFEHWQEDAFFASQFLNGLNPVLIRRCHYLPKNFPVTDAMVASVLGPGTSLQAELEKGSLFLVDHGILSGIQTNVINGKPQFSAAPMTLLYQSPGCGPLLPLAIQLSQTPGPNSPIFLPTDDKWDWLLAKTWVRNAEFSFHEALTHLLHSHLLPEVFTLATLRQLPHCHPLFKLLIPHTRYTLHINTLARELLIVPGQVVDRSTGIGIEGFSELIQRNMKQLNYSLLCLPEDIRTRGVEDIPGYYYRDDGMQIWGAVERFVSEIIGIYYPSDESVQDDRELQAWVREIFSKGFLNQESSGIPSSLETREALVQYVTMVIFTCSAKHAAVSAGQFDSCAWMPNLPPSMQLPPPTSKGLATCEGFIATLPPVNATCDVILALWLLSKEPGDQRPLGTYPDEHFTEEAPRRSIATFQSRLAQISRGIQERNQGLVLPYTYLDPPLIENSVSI
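Read-out: hydroperoxide product oxidises ferrous iron, measured as xylenol orange complex via the 573-to-405 nm absorbance ratio after 30 min. Reaction: 50 nM enzyme, 15 min compound preincubation, 45 uM arachidonic acid, 90 min RT, Hepes pH 7.5 with Triton X-100.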
PNC inhibitor: High Content Assay for Compounds that inhibit the Assembly of the Perinucleolar Compartment; PC3M PTB-GFP, PNC prevalence imaging, 16 h; stronger effect = lower value; activity change (PNC), negative = inhibition, % at 10 µM; hit rate 3.1% among 140,000; AID 2417, 2010;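 active means readout at or below -70, meaning at least 70% loss of cells showing the perinucleolar compartment, a nuclear body marking cancer cells; inconclusive means readout between -30 and a set limit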;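 further: plate controls were DMSO wells for no effect and camptothecin positive control wells for full effect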
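Compounds are pinned in duplicate onto adhered PC3M cells stably expressing GFP-tagged PTB and incubated 16 h at 37 C. Cells are then fixed, nuclei stained with Hoechst, and PNC-positive cells counted.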
12-hLO inh: qHTS Assay for Inhibitors of 12-hLO (12-human lipoxygenase). Polyunsaturated fatty acid lipoxygenase ALOX12 (Homo sapiens), P18054. purified 12-hLO, xylenol orange hydroperoxide absorbance. Potency, µM (titrated, usually from 57.1 µM), for inactives: at the highest dose activity change, negative = inhibition, actives largely listed as inhibitors. hit rate 0.12% among 150,000. AID 1452, 2008; further: potency means the concentration at half of the fitted maximal effect; nearly all actives have a fitted effect of over 55% in size; many of its hits are not listed in these tables
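Purified human 12hLO (150 nM), preincubated 15 min with compound, then 40 uM arachidonic acid for 30 min, room temperature, Hepes pH 7.0 with 0.01% Triton X-100. Hydroperoxide detected by ferrous iron/xylenol orange; 573/405 nm absorbance ratio gives reaction progress.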
Active calls of the source: *; u = inconclusive; x = not tested or not shown; [ ] = another dose, or the depositor's remark. Unless noted, the call rests on the fitted dose curve; in most records, active means well fitted curve in the direction sought with a large enough effect; inconclusive means small, poorly fitted or top-dose-only effect, or another doubt; inactive means no such curve, though single readings can be large; an effect the other way counts as inactive or inconclusive. Unless noted, on the % scale 0 is the no-effect control and ±100 the full control effect. The list is partial, so the mix of outcomes need not match the whole.

SMILES	IMPase inh	ALOX15B inhib	PNC inhibitor	12-hLO inh
CCc1nn(CC(=O)NCCCN2CCCC2=O)c(=O)c2cc3sccc3n12	-14	4%	-20	0%
O=S(Cc1ccc(Br)cc1)Cc1nnc(SCc2ccc(Br)cc2)n1-c1ccccc1 (configuration not stated)	x	x	10	2%
Cc1ccc(C(=O)CSc2nnc(-c3ccc4[nH]c(C)c(C)c4c3)o2)cc1C	-7	-20%	36	-5%
CC(=O)c1cccc(NC(=O)N2CCCC2C(=O)Nc2cccc(C)c2C)c1 (configuration not stated)	3	0%	8	1%
COC(=O)/C=C1/SC(=NC(=O)c2ccccc2)NC1=O	-10	x	-16	1%
Cc1c(/C=N\NC(=O)c2ccc(F)cc2)cnn1C	x	x	41	-4%
COc1ccc(C/C(N)=N/OC(=O)Cc2ccccc2)cc1	u	x	-11	4%
COc1ccc(N(C(=O)c2ccc(Cl)cc2)C2=CC3CCC(C2)N3C)cc1 (configuration not stated)	-2	3%	15	3%
COC(=O)Nc1ncc(CN2C(=O)c3ccccc3C2=O)s1	-6	-12%	-28	-6%
O=S(=O)(Nc1nc2ccccc2nc1Nc1ccc2c(c1)OCO2)c1ccccc1	4	x	8	-1%
CN(CC(=O)Nc1ccc(F)cc1)c1ccc(S(=O)(=O)N2CCCCC2)cc1[N+](=O)[O-]	x	x	6	-4%
C=CCn1c(P(C)(=O)O)nc2ccccc21	2	x	-14	2%
CC1CCCCC1NC(=O)c1ccc(S(=O)(=O)NCc2ccco2)cc1 (configuration not stated)	18	x	8	-7%
CCCc1nnc(NC(=O)CCC(=O)NCc2ccccc2OC)s1	4	2%	2	-5%
Cc1cccc(OCC(=O)N(Cc2cccs2)C2CCS(=O)(=O)C2)c1 (configuration not stated)	14	0%	32	-4%
Nc1nnnn1CC(=O)OCc1cccc(Br)c1	3	-2%	-16	-3%
O=S(=O)(c1ccccc1)N1CCC(N2CCN(c3ccccc3)CC2)CC1	-5	-2%	18	4%
COc1ccc(C(=O)CSc2nnc(-c3ccoc3C)n2CC2CCCO2)cc1 (configuration not stated)	2	-9%	-16	-7%
Cc1ccc2nc(NCCO)nc(-c3ccccc3)c2c1	-1	3%	20	-4%
C[C@@H](C(=O)Nc1ccc2ccccc2c1)[C@@H]1C[C@@]1(C)[C@@H](NS(=O)(=O)c1ccc(-c2ccccc2)cc1)c1ccccc1	x	-1%	x	1%
COc1cc2c3c(c1)-c1c(sn(-c4cc(OC)ccc4OC)c1=S)C(C)(C)N3C(=O)C2=O	-1	x	-1	-4%
COC(=O)c1ccccc1NC(=O)c1cccc(COc2ccccc2Cl)c1	8	3%	18	-1%
N#C/C(=C\c1ccc(N2CCOCC2)c([N+](=O)[O-])c1)c1nc2ccccc2[nH]1	x	x	-5	1%
Cc1cccn2c(=O)c3cc(C#N)c(=NC(=O)c4ccncc4)n(CCCOC(C)C)c3nc12	-12	u	13	-13%
Cc1nc2ccc(NS(=O)(=O)c3ccc4c(c3)OCCO4)cc2s1	5	40%[activator]	-6	-3%
CC(=O)Nc1cc(C(=O)N2CCCC2)ccc1S(=O)(=O)c1ccc(C)cc1	-6	9%	16	-5%
C=C(C)Cn1c(N2CCCC2)nc2c1c(=O)[nH]c(=O)n2C	-3	0%	25	-1%
CCOC(=O)c1sc(NC(=S)NC(=O)C23CC4CC(CC(C4)C2)C3)cc1C	-1	x	-8	0%
C=C(C)C1CC=C(C)/C(=N/NC(=O)c2ccc(NC(=O)CCC)cc2)C1 (configuration not stated)	0	9%	59	-3%
O=C(c1ccccc1)N1CCN=C1SCc1ccc([N+](=O)[O-])cc1	8	x	u	1%
CCC(C)NC(=O)CCSc1ccc(C)cc1 (configuration not stated)	x	x	21	3%
O=C(O)c1ccc(NC(=O)C2CC=CCC2C(=O)O)cc1 (configuration not stated)	-12	-1%	1	-2%
O=C(NCc1ccccn1)C1CC(c2ccc(Cl)c(Cl)c2)=NO1 (configuration not stated)	11	2%	u	-6%
COC1=C(OC)c2ccccc2C(C(=O)O)N/C1=C(/C)Nc1ccncc1 (configuration not stated)	1	5%	39	-3%
COc1ccc2c(c1)CCc1sc(NC(=O)c3ccc(C)cc3)nc1-2	6	-9%	-10	-19%
CC(=O)c1c(C)[nH]c(C(=O)CSc2nnc(C3CCCCC3)n2N)c1C	26	-6%	4	2%
CCOc1ccc(C(C)=O)cc1N1C(=O)C2C3C=CC(O3)C2C1=O (configuration not stated)	1	-21%	6	0%
O=C(NS(=O)(=O)c1ccc(NC(=O)C2CCCO2)cc1)c1ccccc1 (configuration not stated)	-6	x	239	-3%
O=C1/C(=C\c2ccc([N+](=O)[O-])cc2)CCc2ccccc21	x	x	78	1%
CC(C)C(=O)NCCc1c[nH]c2ccccc12	x	x	-124*	2%
O=[N+]([O-])c1cc(C(F)(F)F)cc([N+](=O)[O-])c1N1CCN(S(=O)(=O)c2ccccc2)CC1	x	x	u	4%
O=C(Nc1cc(C(F)(F)F)ccc1N1CCCC1)c1cccnc1	-6	-1%	-89*	0%
CCn1c(CNC(=O)C23CC4CC(CC(C4)C2)C3)nnc1SCC(=O)Nc1nnc(C)s1	5	3%	8	1%
CC(C)CCNC(=O)C(c1ccco1)N(C(=O)Cn1nnc2ccccc21)c1ccc2c(c1)OCO2 (configuration not stated)	-9	-4%	23	0%
CCn1cnc2c1c(=O)n(CC(=O)Nc1ccc3c(c1)OC(F)(F)O3)c(=O)n2Cc1ccccc1	1	8%	u	-2%

Continued, overlapping the part above by 6 compounds.
SMILES	IMPase inh	ALOX15B inhib	PNC inhibitor	12-hLO inh
CC(C)C(=O)NCCc1c[nH]c2ccccc12	x	x	-124*	2%
O=[N+]([O-])c1cc(C(F)(F)F)cc([N+](=O)[O-])c1N1CCN(S(=O)(=O)c2ccccc2)CC1	x	x	u	4%
O=C(Nc1cc(C(F)(F)F)ccc1N1CCCC1)c1cccnc1	-6	-1%	-89*	0%
CCn1c(CNC(=O)C23CC4CC(CC(C4)C2)C3)nnc1SCC(=O)Nc1nnc(C)s1	5	3%	8	1%
CC(C)CCNC(=O)C(c1ccco1)N(C(=O)Cn1nnc2ccccc21)c1ccc2c(c1)OCO2 (configuration not stated)	-9	-4%	23	0%
CCn1cnc2c1c(=O)n(CC(=O)Nc1ccc3c(c1)OC(F)(F)O3)c(=O)n2Cc1ccccc1	1	8%	u	-2%
Cc1nc(C)n(CC(O)COc2ccc3ccccc3c2)n1 (configuration not stated)	-7	2%	20	-1%
Cc1ccc(CN2CCN(/N=C/c3cccnc3)CC2)c(C)c1	x	x	-5	2%
CC(C)Oc1ccc(/C=N/NC(N)=S)cc1	3	x	13	-24%
CCOc1ccc(-c2nnn(CC(=O)Nc3cccc(OC)c3)n2)cc1OCC	7	-4%	7	-3%
CN(C)C=NC1=NN(c2cccc(C(F)(F)F)c2)CC1	25	-26%	-5	7%
O=C(COC(=O)C1(c2ccccc2F)CCCC1)NC1CCS(=O)(=O)C1 (configuration not stated)	-1	-6%	28	-4%
CC(NC(=O)Nc1ccccn1)N1C(=O)C2C3C=CC(C3)C2C1=O (configuration not stated)	-1	x	-29	-1%
CCCCCSc1nnc2c(n1)OC(C)N(C(C)=O)c1ccccc1-2 (configuration not stated)	5	-11%	u	-12%
CCCOC(=O)c1ccc(Oc2cn[nH]c2-c2ccc(OC)cc2O)cc1	7	16%	14	u
COc1ccc(/C=N/NC(=O)COc2cc(C)cc(C)c2)cc1COC(C)=O	x	x	34	-5%
CCC(=O)N1CCc2cc(S(=O)(=O)N3CCN(C(=O)c4ccco4)CC3)ccc21	-6	0%	32	-7%
COC(=O)c1cccc(C23CC4(C2)[C@H](CN(Cc2ccc(-c5ccccc5)cc2)[C@@H]4c2ccccc2)C3c2ccccc2)c1 (some centres not stated)	x	9%	x	-6%
COc1ccccc1CC(=O)O/N=C(\N)Cc1cccc2ccccc12	1	9%	-18	-5%
CCOC(=O)NC(Nc1ccc(OC)cc1)(C(F)(F)F)C(F)(F)F	x	x	37	-1%
CC(Oc1ccc(Cl)cc1Cl)C(=O)NCCCN1CCOCC1 (configuration not stated)	4	15%	23	0%
CC(=O)O[C@H]1C[C@H]2CC[C@@H]3[C@@H](CC[C@]4(C)[C@H](OC(C)=O)[C@H]([N+]5(C)CCCCC5)C[C@@H]34)[C@]2(C)C[C@H]1[N+]1(C)CCCCC1	7[20.6 µM]	-1%[25.6 µM]	x	1%[25.6 µM]
CC(=O)N1CCc2cc(C(=O)CN3CCCCC3)ccc21	2	-5%	11	-3%
COc1ccc2cc(-c3nc4ccccc4n3C)c(=O)oc2c1	u	x	299	-3%
CCOC(=O)C(Cc1ccccc1)C(=O)Nc1nccs1 (configuration not stated)	4	7%	u	-3%
Cn1c(NC(=O)c2ccccc2F)cc(=O)n(C)c1=O	2	9%	-27	-1%
CCCN(c1ccc(C(C)C)cc1)S(=O)(=O)c1c(C)[nH]c(=O)[nH]c1=O	1	-2%	10	-1%
O=C(Nn1cc(C(=O)N2CCN(c3ccccc3F)CC2)c2ccccc2c1=O)c1cnccn1	-2	10%	u	-8%
COC(=O)/C(=N\Nc1ccc(Cl)cc1)Sc1nnc(-c2ccc(OC)cc2)n1C	x	x	u	7%
COC(=O)C1=C(C)N(C(C)C)C(=O)C1(NC(=O)C1CCCCC1)C(F)(F)F (configuration not stated)	0	8%	-4	1%
CNC(=O)C1CC(=O)N(c2ccc(F)c(Cl)c2)C1 (configuration not stated)	-1	-4%	-4	0%
S=C(Nc1ccc(Cl)cc1)N1CCCC1	x	x	37	0%
COC(=O)[C@@]1(Cc2ccc(F)cc2)[C@H]2c3cc(C(=O)N4CCCC4)n(CCF)c3C[C@H]2CN1C(=O)c1ccccc1	x	12%	x	-5%
NC(=O)CSc1nc(-c2ccccc2)c(-c2ccccc2)o1	2	x	24	0%
CCn1c(C(=O)N2CCc3ccccc3C2)cc2oc3ccccc3c21	-6	8%	2	-8%
COc1ccc(-c2nnn(CC(=O)NCc3ccccc3)n2)cc1OC	4	x	-119*	2%
COC(=O)C1=C(C)N(C)C(=S)NC1c1ccc(Cl)cc1 (configuration not stated)	x	x	u	-8%
CC(=O)CSc1nc2ccccc2s1	-1	-9%	32	0%
O=C1CC(c2ccco2)CC(O)=C1C=Nc1ccc(Br)cc1 (configuration not stated)	0	-6%	25	4%
O=C(Nc1cc2c(oc1=O)CCCC2=O)c1ccccc1	8	-4%	-4	1%
CS(=O)(=O)c1ccc(C(O)C(CO)NC(=O)C(Cl)Cl)cc1 (configuration not stated)	x	1%	x	0%
CCCn1c(NC(=O)c2ccc(Br)cc2)nc2ccccc21	u	6%	-28	3%
CS(=O)(=O)NC1c2cccc3cccc(c23)C1N1CCOCC1 (configuration not stated)	-2	-1%	-14	3%
Cc1cc2c(c(=O)o1)C(C13C=CC(CC1)C3)C(C#N)=C(N)O2 (configuration not stated)	10	-1%	-5	0%
CCOC(=O)c1sc(NC(=O)c2cc(-c3cccc(O)c3)on2)c(C(=O)OCC)c1C	x	x	57	-1%

Taken from the listing, two compounds:
SMILES	IMPase inh	ALOX15B inhib	PNC inhibitor	12-hLO inh
Cc1cc2c(c(=O)o1)C(C13C=CC(CC1)C3)C(C#N)=C(N)O2 (configuration not stated)	10	-1%	-5	0%
CCOC(=O)c1sc(NC(=O)c2cc(-c3cccc(O)c3)on2)c(C(=O)OCC)c1C	x	x	57	-1%
